SENP1 FRET inh = inhibitors of human SENP1 SUMO protease catalytic domain; Q9P0U3; recombinant SENP1 catalytic domain, CyPet-SUMO1-YPet FRET cleavage; inhibition, % at 10 µM; actives 0.21% (n = 360,000);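 active means inhibition at least 30% at 10 µM, raw YFP signal under a set limit, fluorescence ratio 0.5 to 1.5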;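 further: 0% = enzyme with DMSO and 100% = no enzyme wells; some results filed as inactive read as strong as hits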
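Assay system: hSENP1 catalytic domain, recombinant. Amount: SENP1 enzyme, 20 pM final. Schedule: 50 min reaction, RT, dark. Technique: FRET, CFP and YFP emission. Control set: no-enzyme wells low, DMSO-plus-enzyme wells high control.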
NR3A LBD binder = modulators (binders) of human NR3A ligand-binding domain; Tm shift relative to glycine control, % at 25 µM; AID 1259313; NR3A LBD differential scanning fluorimetry, Tm shift; 0% = protein alone, 100% = glycine-bound protein; actives 2.5% (n = 340,000);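 active means melting temperature shift of at least 10% of the positive control shift, at one fixed dose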
SENP8 inh = blocks human SENP8 cleavage of Nedd8 substrate. actives 0.64% (n = 360,000). AID 602440. inhibition, % at 20 µM. recombinant SENP8, Nedd8 substrate fluorescence. Q96LD8; in the data active means inhibition mostly above about 40%, no sharp cut-off; inactive means mostly below about 27%
ATG4B inhibitor = inhibitors of human ATG4B cysteine protease; inhibition, % at 8.33 µM; actives 0.51% (n = 340,000); Q9Y4P1; ATG4B cleavage of LC3-PLA2, NBD-HPC fluorescence, 1 h; AID 504462; in the data active means inhibition above about 40%
SENP6 block = blocks the human protease SENP6; Q9GZR1; actives 1.8% (n = 330,000); inhibition, % at 10 µM; Recombinant SENP6 catalytic domain, aminoluciferin luminescence;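 active means inhibition above about 50% at the single tested dose, limit read from the data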;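 further: plate controls were DMSO wells with enzyme for no effect and DMSO wells lacking enzyme for full effect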
Target sequence (Q9GZR1 628-1112 limits assumed): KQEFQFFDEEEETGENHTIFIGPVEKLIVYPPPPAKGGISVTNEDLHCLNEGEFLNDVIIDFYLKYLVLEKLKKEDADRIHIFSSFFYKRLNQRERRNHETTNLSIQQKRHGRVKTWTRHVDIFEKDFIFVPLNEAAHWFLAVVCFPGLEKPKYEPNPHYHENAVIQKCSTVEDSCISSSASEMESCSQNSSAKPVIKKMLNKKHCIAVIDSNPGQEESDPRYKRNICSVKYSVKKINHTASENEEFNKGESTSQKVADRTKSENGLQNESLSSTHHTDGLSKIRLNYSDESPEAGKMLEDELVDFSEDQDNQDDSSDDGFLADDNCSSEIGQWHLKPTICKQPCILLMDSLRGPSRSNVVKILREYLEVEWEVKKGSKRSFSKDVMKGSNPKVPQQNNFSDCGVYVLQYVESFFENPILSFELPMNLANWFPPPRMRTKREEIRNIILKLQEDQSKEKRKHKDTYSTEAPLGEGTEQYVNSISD
hIAP act = human IAP activation. P09923. purified human IAP, CDP-Star luminescence, 30 min; active compounds read high; 1 = vehicle-only enzyme, 0 = enzyme-free background. activation factor at 10 µM. actives 0.16% (n = 330,000). AID 2524;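 active means activation factor of the enzyme at least 2-fold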; further: the source names both 10 and 20 µM as test concentration; values of inactives mirror those of a sister screen read the other way
Target sequence (P09923 whole entry, looked up): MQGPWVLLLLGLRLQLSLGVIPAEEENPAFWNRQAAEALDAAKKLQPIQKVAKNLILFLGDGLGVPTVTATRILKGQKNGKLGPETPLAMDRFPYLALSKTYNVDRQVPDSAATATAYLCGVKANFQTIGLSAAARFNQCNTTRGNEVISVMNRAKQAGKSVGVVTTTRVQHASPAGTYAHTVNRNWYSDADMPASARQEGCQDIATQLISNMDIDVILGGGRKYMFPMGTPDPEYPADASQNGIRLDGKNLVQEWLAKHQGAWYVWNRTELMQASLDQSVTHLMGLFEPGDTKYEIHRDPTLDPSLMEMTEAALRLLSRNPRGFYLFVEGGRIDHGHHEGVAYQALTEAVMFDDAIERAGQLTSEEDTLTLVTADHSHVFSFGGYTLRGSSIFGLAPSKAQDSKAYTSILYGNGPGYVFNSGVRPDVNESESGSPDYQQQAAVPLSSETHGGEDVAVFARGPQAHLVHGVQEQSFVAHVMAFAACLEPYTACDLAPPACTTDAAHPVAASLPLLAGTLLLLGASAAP
PfG6PD inh = PfG6PD (Plasmodium falciparum) enzyme inhibition; PfGluPho enzyme, NADPH resazurin-diaphorase fluorescence; inhibition, % at 20 µM; actives 0.78% (n = 350,000); AID 504690;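 active means inhibition reaching at least a set limit at 20 µM in the primary screen, cut at about 59% in these data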;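 further: 0% = DMSO wells with substrate and 100% = DMSO wells lacking glucose-6-phosphate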
MPTP block = blocks calcium-induced mitochondrial swelling | isolated mouse mitochondria, Ca2+ swelling absorbance, 30 min | inhibition, % at 10 µM | actives 1.4% (n = 360,000) | AID 602449;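 active means inhibition of 50% or more, scaled per plate between neutral and stimulator controls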;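 further: 0% = DMSO wells given calcium and 100% = 1 mM EGTA wells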
* hit, by the source's call; i = inactive; . = not tested or not shown.

The opening 6 entries, to show the layout:
Fields – SENP1 FRET inh, PfG6PD inh, SENP8 inh, NR3A LBD binder, ATG4B inhibitor, hIAP act, SENP6 block, MPTP block
1: CC1(C)CC(=O)C2=C(C1)NC(=O)CC2c1ccccc1F (configuration not stated)
  3, 5, 2, -1, 3, 1.1, -2, -3.0
2: Cc1cc(-c2nnc(SCC(=O)c3ccc(Cl)cc3)o2)no1
  4, -13, 20, -2, 0, 0.99, -2, -0.5
3: Cc1c(C(=O)OCC(=O)NCCc2ccc(S(N)(=O)=O)cc2)oc2ccccc12
  1, 2, 6, -3, -6, 0.98, 5, -0.5
4: O=C(c1ccc(-n2nc(C(F)(F)F)c3c2CCCC3)cc1)N1CCOCC1
  1, -16, 29, -2, 7, 0.87, 2, 2.5
5: CC(C)Oc1ccc(/C=N/NC(=O)C(CSCc2ccccc2)NC(=O)c2ccc([N+](=O)[O-])cc2)cc1 (configuration not stated)
  0, 2, 14, -1, -27, 1, -13, 11
6: Cc1cc(C)cc(NC(=O)C(OC(=O)c2sccc2C)c2ccccc2)c1 (configuration not stated)
  -1, 34, 4, 4, 2, 0.87, -9, 2.0

This part in full, repeating the preview:
Fields – SENP1 FRET inh, PfG6PD inh, SENP8 inh, NR3A LBD binder, ATG4B inhibitor, hIAP act, SENP6 block, MPTP block
1: CC1(C)CC(=O)C2=C(C1)NC(=O)CC2c1ccccc1F (configuration not stated)
  3, 5, 2, -1, 3, 1.1, -2, -3.0
2: Cc1cc(-c2nnc(SCC(=O)c3ccc(Cl)cc3)o2)no1
  4, -13, 20, -2, 0, 0.99, -2, -0.5
3: Cc1c(C(=O)OCC(=O)NCCc2ccc(S(N)(=O)=O)cc2)oc2ccccc12
  1, 2, 6, -3, -6, 0.98, 5, -0.5
4: O=C(c1ccc(-n2nc(C(F)(F)F)c3c2CCCC3)cc1)N1CCOCC1
  1, -16, 29, -2, 7, 0.87, 2, 2.5
5: CC(C)Oc1ccc(/C=N/NC(=O)C(CSCc2ccccc2)NC(=O)c2ccc([N+](=O)[O-])cc2)cc1 (configuration not stated)
  0, 2, 14, -1, -27, 1, -13, 11
6: Cc1cc(C)cc(NC(=O)C(OC(=O)c2sccc2C)c2ccccc2)c1 (configuration not stated)
  -1, 34, 4, 4, 2, 0.87, -9, 2.0
7: CCOc1cc(S(=O)(=O)NC2CCCC2)ccc1Cl
  2, -28, 15, -2, 2, 1.3, -10, 0.7
8: COc1cc(NC(=S)NC2CC(C)(C)NC(C)(C)C2)c(OC)cc1Cl
  0, -6, 13, 0, 10, 0.96, 5, -3.3
9: Cc1ccc(C(=O)CSc2nnc(COc3cc(C)cc(C)c3)o2)cc1
  0, -1, 35, 2, 13, 1, 7, 6.0
10: CCN(CC)C(=O)CSc1nnc(SC(C)C(=O)NC2CC2)s1 (configuration not stated)
  1, -1, 6, 0, -7, 1, -11, -2.2
11: COc1ccc(NC(=O)COc2ccccc2Cc2ccccc2)cc1S(=O)(=O)N1CCOCC1
  0, 22, 5, -5, -5, 1, 3, -0.2
12: O=C(CSc1nnc2c(n1)[nH]c1ccccc12)Nc1ccc(S(=O)(=O)Nc2ncccn2)cc1
  3, 5, -7, -3, -1, ., ., 0.1
13: CCN(CC(=O)NCc1ccc(F)cc1)C(=O)c1oc2ccccc2c1C
  2, 11, 4, -1, -20, 1.1, -5, 1.1
14: Cc1nn2c(-c3ccc(S(=O)(=O)N4CCN(CCO)CC4)o3)nnc2c2ccccc12
  -1, 23, -113, -1, -3, 0.94, 9, -0.8
15: CCCCCCCc1nn2c(=O)cc(O)nc2s1
  -29, -34, -44, -3, 7, 0.89, 9, 0.1
16: N#Cc1cnn2c(-c3ccccc3)ccnc12
  0, -2, i, 0, 10, 0.94, -20, -16
17: COc1ccc(-c2ccc(/C=C3\C(=O)N(c4ccccc4)N=C3c3ccccc3)o2)c([N+](=O)[O-])c1
  0, 1, 46*, 3, -6, 1.1, -8, 7.9
18: O=C(O)CCC(=O)NNC(=O)COc1cccc(Cl)c1
  2, 0, -9, 1, -10, 0.89, 9, -1.6
19: CCn1ccnc1CN(C)C(=O)c1cc(COc2ccc(-n3cncn3)cc2)on1
  3, 9, 8, 0, -2, 0.92, 9, -2.0
20: COc1ccc(CNCCCn2cnc(C(=O)Nc3ccc(C)c(C)c3)n2)cc1
  3, 7, 6, 1, -7, ., ., -0.5

Overlap with the part before: two entries, followed by the next part.
Fields – SENP1 FRET inh, PfG6PD inh, SENP8 inh, NR3A LBD binder, ATG4B inhibitor, hIAP act, SENP6 block, MPTP block
19: CCn1ccnc1CN(C)C(=O)c1cc(COc2ccc(-n3cncn3)cc2)on1
  3, 9, 8, 0, -2, 0.92, 9, -2.0
20: COc1ccc(CNCCCn2cnc(C(=O)Nc3ccc(C)c(C)c3)n2)cc1
  3, 7, 6, 1, -7, ., ., -0.5
21: COc1ccc(Nc2ccc(Cl)nn2)cc1
  0, 9, 15, -2, 0, 0.95, 21, 2.3
22: COc1cc(OC)cc(C(=O)NC(=S)Nc2ccc3c4c(cccc24)CC3)c1
  22, -2, -66, -3, 4, 1, -10, 2.9
23: CCO/N=C(\C)c1c(O)cc(C(C)C)n(-c2ccccc2)c1=O
  -7, 7, -7, -6, -2, 1, -19, -9.2
24: CCC(=O)Nc1ccc2c(c1)nc1n2CCN(CCOC)C1
  -24, 7, -252, 1, -4, 0.96, 10, 0.6
25: N#Cc1cnn(-c2ccccc2)c1NC(=O)CN1CCN(c2ccccc2)CC1
  0, 0, 4, 2, -4, 0.97, -1, 2.6
26: Cc1ccc(S(=O)(=O)N(c2ccc(Br)cc2)C2C=CS(=O)(=O)C2)cc1 (configuration not stated)
  3, 19, 3, 0, -9, 0.94, -5, 1.8
27: CC(C)C[C@H](NC(=O)c1[nH]cnc1C(=O)Nc1ccc(CNC(=O)OC(C)(C)C)cc1)C(=O)OC(C)(C)C
  -2, 20, 22, -9, -14, 1.6, -11, -0.9
28: Cc1cccc(OCC(=O)NC2CCCCCC2)c1C
  0, -17, 12, -1, 4, 0.93, -10, -0.2
29: COc1ccc(NC(=O)N(C)C[C@@H]2Oc3ncc(Br)cc3C(=O)N([C@@H](C)CO)C[C@@H]2C)cc1
  1, -10, 3, ., ., ., ., 1.0
30: CCc1ccc(OCCCC(=O)Nc2ccc(N3CCOCC3)cc2)cc1
  0, 24, 9, -4, -7, 0.9, -13, 1.7
31: c1csc(-c2nc(NCC3CCCO3)c3ccccc3n2)c1 (configuration not stated)
  -1, 3, -88, 0, 10, 0.87, -23, 0.5
32: COc1cc2ncnc(NCCCN3CCOCC3)c2cc1OC
  1, -2, -19, 0, -3, 1.1, -7, 3.0
33: Cc1cccc(N2C(=O)CC(n3ccnc3)C2=O)c1C (configuration not stated)
  0, 10, 5, -1, -5, 1.1, 5, -1.0
34: CCN1CCCC1CNC(=O)c1cc2ccc(OC)cc2[nH]1 (configuration not stated)
  -28, -4, -116, -2, -4, 0.92, -8, -0.6
35: COc1cccc(CNC(=O)N[C@@H](CC(C)C)C(=O)O)c1
  -2, -3, 3, 0, 4, 1.1, -4, -1.9
36: O=C(N/N=C/c1cccnc1)c1ccc(CN2c3cccc4cccc(c34)S2(=O)=O)cc1
  -2, 2, -480, -6, -19, 1.1, -23, -0.6
37: OCCNc1nc(Nc2cccc(O)c2)nc2ccccc12
  2, 15, -332, 9, 5, 0.96, -31, 2.1
38: COc1ccc(-n2nc(C(=O)NCC(=O)Nc3ccccn3)c3ccccc3c2=O)cc1Cl
  -1, 10, -308, 0, 0, 1.1, 6, 0.0
39: COc1ccc(C(=O)N=C2SC3CS(=O)(=O)CC3N2c2ccccc2)cc1OC (configuration not stated)
  0, 4, -190, -1, -12, 0.84, -10, -1.0
40: COc1ccc(C2CC(=O)C=C(NCc3ccc4c(c3)OCO4)C2)cc1 (configuration not stated)
  -4, -15, 5, 0, -1, 0.9, 9, 5.9
41: CCc1[nH]nc2c1C1(C(=O)N(Cc3ccccc3)c3ccccc31)C(C#N)=C(N)O2 (configuration not stated)
  1, -6, 0, -6, -18, 1.4, -5, -1.9
42: Cc1ccc(-c2nn(-c3ccccc3)cc2CN(Cc2ccccc2)C(=O)c2ccco2)o1
  -4, 33, -5, 4, 10, 1, 11, 1.7
43: CC1(c2nnc(-c3ccc(Cl)cc3)o2)CC(c2cccc(Cl)c2)=NO1 (configuration not stated)
  2, 23, 20, -18, -9, 0.8, 1, 0.8
44: N#Cc1ccc(-c2ccc(Cl)cc2)nc1SCC(=O)c1cccc(Cl)c1
  -21, -9, -29, 1, 0, 1.1, -22, 0.3
45: COC(=O)c1ccc(N2C(=O)C3C4C=CC(CC4)C3C2=O)cc1 (configuration not stated)
  1, -16, -5, -2, 3, 1, -11, -0.3
46: COc1ccccc1/C=C(/C(=O)OCC(=O)Nc1ccccc1C(C)C)c1ccccc1
  -1, -29, 9, -2, 20, 1, -1, 9.3
47: CCN1CCN(c2ccc(S(=O)(=O)N3CCOCC3)cc2NC(=O)/C=C/c2ccc([N+](=O)[O-])cc2)CC1
  -4, 11, -24, -2, -7, 1.1, -8, 0.2
48: C[C@H](CO)N1C[C@H](C)[C@H](CN(C)C(=O)c2ccc(N3CCN(C)CC3)cc2)OCc2cnnn2CCCC1=O
  0, 7, -2, ., ., ., ., 2.0
49: Cc1ccc(-c2nc(C=Nc3cccc(C)c3)c(O)o2)cc1
  -128, 10, -57, -9, -1, 0.86, -12, 0.8
50: CC(=O)Nc1ccc2nc(NC(=O)COc3ccc(C)cc3)sc2c1
  0, -3, 0, -1, -15, 0.87, 2, -0.7
51: CCN(CC(=O)NCc1cccs1)C(=O)c1ccc(S(=O)(=O)Nc2ccccc2Cl)cc1
  2, -12, 10, -1, -36, 1.1, 1, 2.6
52: CCN1CCCC1CNC(=O)C(=O)NCCc1ccc(OC)c(OC)c1 (configuration not stated)
  -1, 3, 7, 0, -3, 1.1, 6, -1.0
53: COC(=O)c1nnn(CC(=O)Nc2cccc(Cl)c2)c1C(=O)OC
  1, -2, 16, 2, -10, 0.99, -6, 1.1
54: COc1cc(/C=N\NC(=O)c2ccc(=O)[nH]n2)cc(OC)c1OC
  0, 5, 22, 0, 4, 0.97, 0, 0.5
55: O=C(O)[C@H](Cc1ccccc1)N1Cc2ccccc2C1=O
  1, -2, 5, 3, -9, 1, -2, 0.4
56: NCCCC[C@H](NC(=O)C1CCNCC1)c1nnc([C@@H](N)CO)o1
  -1, 3, 19, -3, -3, 1, -9, -5.3
57: COc1ccc(C(=O)Nc2ccc(S(=O)(=O)Nc3onc(C)c3C)cc2)cc1
  1, -18, 8, 1, -2, 0.78, -15, 1.8
58: Cc1ccc(C2C(C(=O)O)c3ccccc3C(=O)N2C)o1 (configuration not stated)
  0, -9, 5, 0, 3, 1.2, -15, -0.9
59: O=S(=O)(/N=C(/NNS(=O)(=O)c1ccccc1)c1ccccc1)c1ccccc1
  1, 5, 7, -1, -7, 1.6, -10, 2.1
60: Cc1cccc(OCC(=O)Nc2nnc(S(=O)(=O)N3CCCCCC3)s2)c1
  -2, -31, 2, -3, 0, 1.4, -3, 9.4
61: COc1ccc(C(=O)CC(=O)C(=O)Nc2ccccc2OC)cc1
  -1, -20, 21, -2, 11, 0.91, -14, 3.1
62: O=C(OCC(=O)N1CCN(c2ccccc2)CC1)c1cccc(Cl)c1
  1, -1, 20, -1, -3, 1.1, 0, 0.2
63: Cc1ccc(CNC(=O)c2cc3c(=O)n(C)c4ccccc4c3n2C)cc1
  2, -5, -55, 0, 2, 0.92, -6, 3.2

3 compounds out of the list above, ordered by the value under SENP1 FRET inh, highest first:
nr | SMILES | SENP1 FRET inh | PfG6PD inh | NR3A LBD binder | ATG4B inhibitor | hIAP act | SENP6 block | MPTP block
43 | CC1(c2nnc(-c3ccc(Cl)cc3)o2)CC(c2cccc(Cl)c2)=NO1 (configuration not stated) | 2 | 23 | -18 | -9 | 0.8 | 1 | 0.8
55 | O=C(O)[C@H](Cc1ccccc1)N1Cc2ccccc2C1=O | 1 | -2 | 3 | -9 | 1 | -2 | 0.4
44 | N#Cc1ccc(-c2ccc(Cl)cc2)nc1SCC(=O)c1cccc(Cl)c1 | -21 | -9 | 1 | 0 | 1.1 | -22 | 0.3
